mcGAS lum: mouse cGAS inhibition by luminescence; Q8C6L5; recombinant cGAS, Kinase-Glo ATP depletion luminescence; inhibition, % at 12.5 µM; hit rate 0.15% among 160,000;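 further: 0% = negative control wells and 100% = reference inhibitor with no enzyme activity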
NPYLR7 ag: mosquito NPYLR7 agonism. HEK293T NPYLR7/Galpha15, GCaMP6s calcium fluorescence. activation, % at 10 µM. hit rate 0.15% among 270,000. AID 1259423; in the data active means activation above about 40%;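 further: 0% = vehicle and 100% = reference agonist at the receptor; some compounds past the cut are filed as inactive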
hcGAS inh: human cGAS inhibition; recombinant h-cGAS, ATP depletion, Kinase-Glo luminescence; inhibition, % at 12.5 µM; hit rate 0.081% among 290,000;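 further: 0% = vehicle reaction and 100% = reaction without DNA for no activity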
Target sequence (Q8N884 whole entry, looked up): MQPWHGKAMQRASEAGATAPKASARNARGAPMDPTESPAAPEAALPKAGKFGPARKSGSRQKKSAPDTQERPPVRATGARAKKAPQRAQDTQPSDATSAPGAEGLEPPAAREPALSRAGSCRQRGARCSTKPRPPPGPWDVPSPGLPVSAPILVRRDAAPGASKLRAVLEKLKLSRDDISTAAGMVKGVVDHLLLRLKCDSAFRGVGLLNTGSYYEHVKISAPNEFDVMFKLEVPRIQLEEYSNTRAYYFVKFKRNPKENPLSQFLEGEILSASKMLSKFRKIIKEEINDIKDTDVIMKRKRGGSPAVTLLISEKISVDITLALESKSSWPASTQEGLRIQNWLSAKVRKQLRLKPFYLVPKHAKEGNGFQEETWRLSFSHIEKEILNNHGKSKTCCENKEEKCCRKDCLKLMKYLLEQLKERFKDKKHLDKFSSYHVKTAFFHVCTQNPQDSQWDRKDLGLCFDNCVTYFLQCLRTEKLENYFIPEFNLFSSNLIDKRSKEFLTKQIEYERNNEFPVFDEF
An asterisk follows results filed as active; nt = no result given; & = joins results of further samples. Unless noted, no stated cut-off is given here; in the data, active means inhibition above about 40%; inactive means the rest.

Under each structure: mcGAS lum | NPYLR7 ag | hcGAS inh
COCC(=O)Nc1ccc(N2CCN(C(=O)C3C[C@H]3c3ccccc3)CC2)nc1 (stereo partly specified)
    2 | -10 | -2
Cc1ccccc1NC(=O)CCNC(=O)c1cc2n(n1)CCCN(C)C2
    -19 | 9 | -5
O=C(c1ccc(Br)cc1)N1CCCC(OCc2cccc(OC(F)(F)F)c2)C1 (stereo unspecified)
    nt | -4 | -2
Cc1sc(N2C(=O)C3C4C=CC(C4)C3C2=O)c(C#N)c1C (stereo unspecified)
    1 | 5 | -1
CCn1nccc1C(=O)Nc1cc(C)nn1-c1ccccc1
    -1 | 2 | -3
C=CCNc1ccc2c3c(cccc13)C(=O)N(c1ccccc1)C2=O
    -5 | 99* | -7
O=C(CCC(=O)c1ccc2c(c1)CCCC2)NC1CCN(Cc2ccccc2)CC1
    -7 | 4 | -4
CS(=O)(=O)c1c(N2CCOCC2)n[nH]c1N
    -14 | 4 | -15
Clc1ccc(CCN2COc3cc4c(cc3C2)OCO4)c(Cl)c1
    nt | 9 | -5
CC(C)CN1CCC1(C)C(=O)Nc1nccc2cccnc12 (stereo unspecified)
    -5 | 2 | -13
CC(C(O)=C(C#N)c1nc2ccccc2s1)N1C(=O)c2ccccc2C1=O (stereo unspecified)
    nt | -6 | -1
c1ccc(-c2nc(N3CCCC3)nc(-n3ccnc3)n2)cc1
    nt | -1 | -10
S=c1[nH]nc(C2(c3ccc(Cl)cc3)CCC2)n1CC1CCCO1 (stereo unspecified)
    -3 | -9 | -5
Nc1nccc(-c2ccc(F)cc2Cl)n1
    nt | -5 | 2
CCc1cc[n+](-c2nc3ccccc3nc2C(C#N)C#N)cc1
    nt | 10 | -8
C(=C\c1ccccc1)/CN(Cc1ccco1)C1CCCC1
    nt | 5 | -2
CC(=O)OC[C@@]12C(=O)[C@@H](O)[C@@H](C)[C@]3(C[C@@H](c4ccoc4)O[C@@H]3OC(C)=O)[C@H]1CCC[C@]21CO1
    -5 | 3 | -3
CC1CC(C)(C)OC(C(C)(C)C[N+](C)(C)Cc2ccccc2)O1 (stereo unspecified)
    -4 | nt | -7
CC(C)OCC(O)CN(Cc1cccc(F)c1)Cc1ccco1 (stereo unspecified)
    17 | 31 | -2
O=C(c1ccco1)n1nnc2cc(Cl)ccc21
    -2 | 4 | 0
O=C(Nc1nc2ccccc2s1)C1CCN(C(=O)c2ccco2)CC1
    -7 | 6 | -11
CCOC(=O)c1c(C)c(C(=O)CN(C(=O)NC23CC4CC(CC(C4)C2)C3)C2CC2)c(C)n1CC
    -5 | -6 | -6
Cc1cccnc1C(NC(=O)C1CCN(CCOc2ccc(Cl)cc2Cl)CC1)c1ccccc1 (stereo unspecified)
    -3 | 12 | -6
COc1ccccc1NC(=O)CCNC(=O)c1c(C)nc2sccn12
    nt | 9 | -5
CCn1cc(CNC(c2ccccc2)c2cccc(F)c2)cn1 (stereo unspecified)
    nt | 3 | -6
Cc1ccc(Cn2ccnc2CN(C(=O)c2ccco2)C2CC2)cc1
    -8 | -1 | -6
CNC(=O)CC(C)N(C)Cc1c(Cl)nc2c(C)cccn2c1=O (stereo unspecified)
    nt | 14 | -9
CC(C)(C)c1ccc(CSc2ncccc2C(=O)N2CCN(c3ccc(F)cc3)CC2)cc1
    nt | -6 | -6
N#Cc1cccc(NC(=O)c2ccccc2OC(F)F)c1
    nt | 2 | -8
CCOC(C)c1n[nH]c(=O)n1Cc1cccs1 (stereo unspecified)
    nt | -1 | -2
CCN1CCN(c2nc(N)c(C#N)c(CC#N)c2C#N)CC1
    -5 | -1 | -6
COc1ccc(-n2nc(-c3ccc(C)o3)cc2C(=O)N2CCN(c3cccc(Cl)c3)CC2)cc1
    -3 | -1 | 6
CCOC(=O)C1(Cc2ccc(OC)cc2)CCN(S(=O)(=O)c2cc(C)sc2C)CC1
    -5 | 14 | -1
CN1CCC2(CC1)CN(Cc1cccnc1OCC(F)(F)F)CCN2C
    nt | 5 | -2
Cc1ccc(CSc2nc(=O)[nH]c3c2CCCC3)cc1
    -1 | -2 | -3
CC(=O)Nc1ccc(S(=O)(=O)Oc2ccc(Cl)cc2CN(CC2CCCO2)C(=O)c2ccco2)cc1 (stereo unspecified)
    -5 | 16 | -9
CS(=O)(=O)c1ccc(Nc2cc3c(cn2)cc(-c2ccccc2)n3Cc2ccccc2)cc1
    -7 | 2 | -9
Cn1c(=O)c2c(SCC(=O)N3CCCc4ccccc43)nc(-c3ccccc3F)nc2n(C)c1=O
    -8 | -6 | -4
O=[N+]([O-])c1cc(C(F)(F)F)c(Cl)cc1Nc1ccc(F)c(Cl)c1
    nt | -2 | 2
CC(C)(C)C(=O)NCc1ccc(C(=O)Cn2cnc3ccccc3c2=O)s1
    -9 | 0 | -1
CSc1cccc(NC(=O)c2ccc(-n3nc(-c4ccc(Cl)cc4)cc3N)cc2)c1
    2 | -7 | -1
COc1ccc(C2CC(=O)C3C(=Nc4ccccc4NC3c3cc(OC)c(O)c(OC)c3)C2)cc1 (stereo unspecified)
    -7 | -6 | 0
O=C(Nc1cccc(OCc2cccnc2)c1)N1CCCC1
    nt | 0 | -6
COC(=O)CSc1ccc2nnc(CCNC(=O)c3ccccc3)n2n1
    -7 | -1 | -3
CCOC(=O)C1CCN(CC(=O)N2N=C(c3ccccc3F)CC2c2ccc(Cl)cc2)CC1 (stereo unspecified)
    -5 | 13 | -9
Cc1ccc(-c2ccc(OCCNC(=O)C3CC3)nn2)cc1
    -5 | -6 | -8
FC(F)(F)c1c2c(nc3[nH]c4ccccc4c13)-c1ccccc1CC2
    -1 | -4 | 4
O=C1CC(c2cccc(Cl)c2)Cc2nc3ncnn3cc21 (stereo unspecified)
    nt | 15 | -7
O=S(=O)(c1ccc2c(c1)nc(SCc1cccc(Br)c1)n2CC1CCCO1)N1CCCC1 (stereo unspecified)
    -3 | nt | -3
CCS(=O)(=O)Oc1ccc(CN(Cc2ccco2)C(=O)COC)cc1
    -3 | 18 | -1
CCN(CCn1cccn1)C(=O)c1ccc2nc(-c3cccc(OC)c3)oc2c1
    nt | 8 | -9
NS(=O)(=O)c1cccc(S(=O)(=O)Nc2cccc3cccnc23)c1
    3 | 10 | 1
CCn1cc(C(CC(=O)N2CC(C)OC(C)C2)c2cccc(F)c2)c2ccccc21 (stereo unspecified)
    -2 | nt | 0
Clc1ccc2c(NC3CCCCC3)nc(-c3ccco3)nc2c1
    3 | -11 | 0
C=CCn1c(SCC(=O)OCc2ccccc2)nnc1-c1cccc(C)c1
    -4 | -4 | -4
COc1ccccc1-c1cc(-c2ccccc2)nc(SC)c1C#N
    -2 | 0 | -1
O=c1c(-c2cccs2)nc2ccccc2n1C1CCCCC1
    nt | 1 | -6
COc1cccc(NC(=O)Cn2cc(OC)c(=O)cc2CSc2nnnn2C)c1
    -8 | -4 | -10
Cc1nc(Nc2ccc(NC(=O)C(C)C)cc2)cc(-n2ccnc2)n1
    -11 | -15 | -7
CCn1c(CN(C)Cc2cc(-c3ccncc3)no2)nc2ccccc21
    -12 | 1 | -5

Grouped by structure, the compounds so far with bromine.
Under each structure: mcGAS lum | NPYLR7 ag | hcGAS inh
O=C(c1ccc(Br)cc1)N1CCCC(OCc2cccc(OC(F)(F)F)c2)C1 (stereo unspecified)
    nt | -4 | -2
O=S(=O)(c1ccc2c(c1)nc(SCc1cccc(Br)c1)n2CC1CCCO1)N1CCCC1 (stereo unspecified)
    -3 | nt | -3

Carrying on:
Under each structure: mcGAS lum | NPYLR7 ag | hcGAS inh
COc1ccc(-c2noc(CSc3n[nH]c(=O)c4cc(-c5cccs5)nn34)n2)c(OC)c1
    -1 | nt | 2
CC(c1ccc(F)cc1)S(=O)(=O)CC(=O)N(C)CC(F)(F)F (stereo unspecified)
    nt | 0 | 7
CCCCN1C(CCC)=NS(=O)(=O)c2cc(NC(=O)OC)ccc21
    nt | 21 | -10
Cc1ccc(CN(C)C(=O)c2cc(C3CC3)nc3c2c(=O)[nH]n3C)c(C)c1
    nt | 1 | -15
N#Cc1ccc(Oc2ccc(N3C(=O)C4C5C=CC(C5)C4C3=O)cc2)cc1 (stereo unspecified)
    -4 | 0 | -4
Cc1ccc(O)c(CN2CCC(C3(c4cccnc4)NC(=O)NC3=O)CC2)c1 (stereo unspecified)
    nt | 7 | -5
Cc1ccc2c(c1)CCCN2S(=O)(=O)c1ccc2[nH]c(=O)oc2c1
    nt | -2 | -7
Oc1c(CN2CCN(Cc3ccc4cccnc4c3O)CC2)ccc2cccnc12
    -8 | 3 | 2
CNCC(=O)NCCc1nc(-c2ccccn2)no1
    nt | 9 | -6
CCOC(=O)c1sc2ncnc(NCCN3CCOCC3)c2c1C
    -6 | 2 | -4
Cc1cc(Br)ccc1C(=O)N1CCC(S(N)(=O)=O)C1 (stereo unspecified)
    nt | 2 | -10
Cc1c(C(=O)O)sc2ncnc(N(C)CCc3cn[nH]c3)c12
    nt | 5 | -3
Cc1ccc2c(c1)C1(NCC(C)(C)S1)C(=O)N2Cc1ccc(F)cc1 (stereo unspecified)
    nt | -5 | 2
COCCCn1ccc2c(cnc3nc(-c4cccnc4)nn32)c1=O
    nt | 5 | -8
CC(C)Cc1ncc2c(n1)CN(C(=O)c1ccno1)C2
    -11 | nt | -6
COc1ccc(C2CC(=O)C3C(=Nc4ccccc4NC3c3ccc(Cl)cc3Cl)C2)cc1 (stereo unspecified)
    -7 | 1 | -4
COC(=O)C1=C(C)N=c2s/c(=C/c3cccc([N+](=O)[O-])c3)c(=O)n2C1c1ccccc1 (stereo unspecified)
    -2 | 0 | -6
CCc1nc2c(OCc3ccc(C(F)(F)F)cc3)cccn2c1N(C)C(=O)C(C)C
    -1 | -1 | -2
CC(C)Sc1cc2c(cc1N)n(C)c(=O)n2C
    -9 | 11 | -6
CCOC(=O)C1(CCCc2ccccc2)CCN(C(=O)[C@H](CCSC)NC(C)=O)CC1
    -5 | 15 | -4
CC(C)c1nc(-c2ccc(Cn3cnnn3)cc2)n(-c2ccccn2)n1
    nt | 37 | -7
CCOC(=O)c1cnc(-c2ccc(OC)cc2)nc1NCCCn1ccnc1
    -7 | -8 | -3
Cc1ccc(C(=O)N=Nc2c(O)n(CN3CCCCC3)c3ccccc23)cc1
    -9&-4 | -5&1 | -7&-9
O=S(=O)(c1ccc(F)cc1)N1CCN(c2nccc(-c3cccc(C(F)(F)F)c3)n2)CC1
    3 | 8 | 1
Cc1ccc(C(=O)Oc2c(S(=O)(=O)c3ccccc3)c(C)nn2C(C)(C)C)cc1[N+](=O)[O-]
    1 | 1 | 9
O=C(O)CCCCCN1C(=O)C(=Cc2ccccc2OCC(=O)O)SC1=S
    4 | -4 | -1
COc1cccc2c1OCCCN(C(=O)[C@@H]1Cc3ccccc3N1)C2
    nt | 5 | -8
O=c1c2cnc3c(F)cccc3c2[nH]n1-c1ccccc1
    nt | -5 | -4
COc1ccc(N2COc3cc4c(cc3C2)OCO4)cc1
    nt | 14 | -10
Cn1cc(C(=O)Nc2ccc(C(C)(C)C#N)cc2)cn1
    nt | -1 | -9
O=C(OCCN1C(=O)c2cccc3c(N4CCCCC4)ccc(c23)C1=O)c1ccc(Cl)cc1Cl
    -3 | -11 | -3
CCCOc1ccc(Cl)cc1C(=O)N(C)Cc1cnccn1
    nt | 12 | -9
Cc1ccc(-c2nc3cc(C)ccn3c2NC(=O)C2CCCC2)cc1
    -5 | -3 | -3
CCn1c(=O)c2c(nc3n(CCO)c(C)cn23)n(C)c1=O
    nt | 13 | -7
COCC(COCCCN=C1NS(=O)(=O)c2ccccc21)OC (stereo unspecified)
    nt | 3 | -10
COc1cc(OC)cc(C(=O)Nc2cc3oc4ccccc4c3cc2OC)c1
    -5 | -6 | -6
O=C(CCS(=O)(=O)c1ccccc1)N1CCN(c2nc3c(Cl)cccc3s2)CC1
    -8 | 1 | -8
C=CCN(CC(=O)Nc1nc(C)c(C)s1)C(=O)CCCC
    -5 | nt | -5
COC(=O)C1=NOC(C(=O)NCC(CC(C)C)N2CCOCC2)C1 (stereo unspecified)
    nt | 8 | -10

Looked up above:
Under NPYLR7 ag, Cc1ccc(C(=O)N=Nc2c(O)n(CN3CCCCC3)c3ccccc23)cc1 has the entry -5&1
Under NPYLR7 ag, COc1cc(OC)cc(C(=O)Nc2cc3oc4ccccc4c3cc2OC)c1 has the entry -6

Filtered by structure: the entries above with an aryl thioether with sulfur outside any ring.
Under each structure: mcGAS lum | NPYLR7 ag | hcGAS inh
CC(C)(C)c1ccc(CSc2ncccc2C(=O)N2CCN(c3ccc(F)cc3)CC2)cc1
    nt | -6 | -6
Cc1ccc(CSc2nc(=O)[nH]c3c2CCCC3)cc1
    -1 | -2 | -3
Cn1c(=O)c2c(SCC(=O)N3CCCc4ccccc43)nc(-c3ccccc3F)nc2n(C)c1=O
    -8 | -6 | -4
CSc1cccc(NC(=O)c2ccc(-n3nc(-c4ccc(Cl)cc4)cc3N)cc2)c1
    2 | -7 | -1
COC(=O)CSc1ccc2nnc(CCNC(=O)c3ccccc3)n2n1
    -7 | -1 | -3
O=S(=O)(c1ccc2c(c1)nc(SCc1cccc(Br)c1)n2CC1CCCO1)N1CCCC1 (stereo unspecified)
    -3 | nt | -3
C=CCn1c(SCC(=O)OCc2ccccc2)nnc1-c1cccc(C)c1
    -4 | -4 | -4
COc1ccccc1-c1cc(-c2ccccc2)nc(SC)c1C#N
    -2 | 0 | -1
COc1cccc(NC(=O)Cn2cc(OC)c(=O)cc2CSc2nnnn2C)c1
    -8 | -4 | -10
COc1ccc(-c2noc(CSc3n[nH]c(=O)c4cc(-c5cccs5)nn34)n2)c(OC)c1
    -1 | nt | 2
CC(C)Sc1cc2c(cc1N)n(C)c(=O)n2C
    -9 | 11 | -6
